Pol eta inh: blocks human DNA polymerase eta activity; hit rate 1.2% among 390,000; AID 588591; Potency, µM (highest dose often 114 µM), inactives show top-dose activity change, negative = inhibition, usual class: inhibitors; recombinant Pol eta, fluorescent DNA replication assay; Q9Y253; also: potency is read from the fitted curve at half-maximal effect; % is scaled to controls: 0 for no effect and ±100 for the full control effect
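Pol eta (10 nM) was preincubated with compounds for 15 min at room temperature, after which fluorescent replication substrate (50 nM final) was added to start the reaction. Fluorescence was read kinetically at 0 and 10 min.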
POLB inh: blocks human DNA polymerase beta activity. Potency, µM (doses to about 114 µM), for the others: at the top dose activity change, negative = inhibition, actives largely listed as inhibitors. P06746. Pol beta primer extension/strand displacement, fluorescence kinetic. hit rate 1.3% among 340,000. AID 485314; also: potency is read from the fitted curve at half-maximal effect; % is scaled to controls: 0 for no effect and ±100 for the full control effect
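Enzyme-only controls used 10 nM Pol beta; buffer lacking enzyme served as negative control. Compound preincubated 15 min, then 50 nM substrate added; 0 and 10 min reads at room temperature.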
RGS4 inhibitor: inhibitors of human regulator of G protein signaling 4; P49798; Transcreener GDP fluorescence polarization, RGS4-accelerated GTP hydrolysis; Potency, µM (doses to about 114 µM), for inactives: at the top dose activity change, negative = inhibition, most hits filed as inhibitors; hit rate 0.039% among 390,000; AID 504845; also: potency is read from the fitted curve at half-maximal effect; % is scaled to controls: 0 for no effect and ±100 for the full control effect; nearly all actives have a fitted effect of over 75% in size; some results filed as inactive show a strong effect at the top dose
Target sequence (P49798 whole entry, looked up): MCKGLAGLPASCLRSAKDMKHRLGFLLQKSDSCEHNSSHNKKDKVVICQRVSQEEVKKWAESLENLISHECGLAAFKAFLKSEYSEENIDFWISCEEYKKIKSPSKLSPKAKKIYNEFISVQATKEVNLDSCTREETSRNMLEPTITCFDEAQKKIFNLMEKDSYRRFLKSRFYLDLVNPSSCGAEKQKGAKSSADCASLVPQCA
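MLSMR compounds (23 nl, pin-transferred) preincubated 10 min at room temperature with a 500nM (2x) first reagent, then RGS4 at 900nM (2x) plus Transcreener GDP mix added; fluorescence polarization (620/688 nm) read before and after 90 min at 30 °C.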
APEX1 inh: inhibitors of human APE1 endonuclease; recombinant APE1, TAMRA/BHQ-2 abasic DNA cleavage fluorescence; P27695; hit rate 0.35% among 350,000; Potency, µM (highest dose often 65.8 µM), inactives show at the highest dose activity change, negative = inhibition, actives largely listed as inhibitors;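 also: potency is read from the fitted curve at half-maximal effect; plate controls were vehicle for no effect and reference inhibitor for full effect; nearly all actives have a fitted effect of over 55% in size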
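Readout is kinetic fluorescence (ex 525, em 598 nm) from cleavage of 50 nM TAMRA/BHQ-2 THF abasic duplex by 0.75 nM APE1, compound added 15 min beforehand at RT.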
Apoferritin bind: candidate novel general anesthetic via apoferritin binding; P02791; apoferritin/1-aminoanthracene competitive binding, fluorescence; Potency, µM (doses to about 77.5 µM), for inactives: at the highest dose activity change, negative = displacement, hits mostly inhibitors; hit rate 0.074% among 350,000; AID 485281; also: potency is read from the fitted curve at half-maximal effect; % is scaled to controls: 0 for no effect and ±100 for the full control effect; nearly all actives have a fitted effect of over 20% in size
Target sequence (P02791 2-175 limits assumed): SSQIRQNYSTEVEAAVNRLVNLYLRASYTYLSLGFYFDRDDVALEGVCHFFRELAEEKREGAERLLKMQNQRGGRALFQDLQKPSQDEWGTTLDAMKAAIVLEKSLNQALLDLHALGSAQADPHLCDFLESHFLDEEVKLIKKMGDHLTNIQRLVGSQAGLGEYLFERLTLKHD
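Concentration-response curves derived by four-parameter Hill fitting of normalized fluorescence, where compounds displaced 1-AMA from 10 uM horse apoferritin following a brief 10 min room-temperature incubation; propofol titration acted as positive control.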
ERG Ets-DNA blk: ERG Ets/DNA interaction inhibition | P11308 | fluorescence polarization, His-ERG Ets domain / labelled DNA | Potency, µM (top dose mostly 76.9 µM), for inactives: top-dose FP activity, negative = inhibition, most hits filed as inhibitors | hit rate 0.028% among 370,000; active = well fitted inhibition curve with a large enough effect in the polarisation, with a control signal flat; inconclusive = small, poorly fitted or top-dose-only effect, or effect the other way, or a change in a side signal; inactive = no such curve, though single readings can be large or run the other way; the % refers to the polarisation;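 also: polarization taken with two DNA probes labelled with fluorescein and Texas red; potency is read from the fitted curve at half-maximal effect; % of control where 0% means no effect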
Target sequence (P11308 whole entry, looked up, the tested form may be a part): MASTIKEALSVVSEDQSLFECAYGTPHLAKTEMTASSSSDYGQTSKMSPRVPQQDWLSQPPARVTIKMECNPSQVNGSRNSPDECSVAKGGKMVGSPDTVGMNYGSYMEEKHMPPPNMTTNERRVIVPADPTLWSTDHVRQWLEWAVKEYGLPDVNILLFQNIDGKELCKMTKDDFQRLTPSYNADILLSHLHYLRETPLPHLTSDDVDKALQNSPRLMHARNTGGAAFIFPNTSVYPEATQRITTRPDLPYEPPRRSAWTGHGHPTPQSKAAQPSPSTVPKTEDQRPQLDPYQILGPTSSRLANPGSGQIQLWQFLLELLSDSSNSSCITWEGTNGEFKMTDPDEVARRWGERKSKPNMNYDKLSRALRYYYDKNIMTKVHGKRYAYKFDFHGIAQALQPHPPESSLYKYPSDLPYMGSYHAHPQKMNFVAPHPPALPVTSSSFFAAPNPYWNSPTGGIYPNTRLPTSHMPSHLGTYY
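His-tagged ERG Ets domain (1 uM in the protein solution; 300mM KCl, 50mM Tris-HCl, 1mM EDTA, 1mM DTT, pH 7.5) received compound, then a probe mix of 5 nM fluorescein-DNA and 100nM Texas-615-DNA. Fluorescence polarization was read for both dyes.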
LDHA inh: blocks human lactate dehydrogenase A | P00338 | purified LDHA, NADH/diaphorase-resazurin fluorescence; hits give low values | activity change, % (values are at about 110 or 230 µM) | hit rate 0.15% among 480,000 | AID 1347041; in the data active = activity change below about -30%; inconclusive = mostly about -25% to -30%;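 also: plate controls were DMSO wells for no effect and wells without enzyme for full effect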
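Human LDH5 (2 nM) was incubated with 0.06 mM NADH and 0.2 mM pyruvate for 5 min at room temperature in Tris pH 7.4. Remaining NADH was coupled through diaphorase/resazurin, and resorufin fluorescence was read at 0 and 20 min.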
POLK inh: blocks human DNA polymerase kappa activity | Q9UBT6 | purified Pol kappa, fluorescent DNA synthesis assay, 10 min | Potency, µM (highest dose often 107 µM), inactives show top-dose activity, negative = inhibition, hits mostly inhibitors | hit rate 0.53% among 400,000; also: potency is read from the fitted curve at half-maximal effect; % is scaled to controls: 0 for no effect and ±100 for the full control effect
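50 nM final substrate added after 15 min RT preincubation of 10 nM Pol kappa with compound; fluorescence read at 0 and 10 min.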
12-LOX inh: blocks human arachidonate 12S-lipoxygenase. P18054. purified 12hLO, xylenol orange hydroperoxide absorbance. Potency, µM (doses to about 108 µM), inactives show top-dose activity change, negative = inhibition, actives largely listed as inhibitors. hit rate 1.1% among 580,000. AID 1671190; also: potency is read from the fitted curve at half-maximal effect; % is scaled to controls: 0 for no effect and ±100 for the full control effect
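Hydroperoxide product was detected by ferrous iron/xylenol orange as the 573 to 405 nm absorbance ratio. Arachidonic acid at 40 uM (final) was turned over for 30 min at room temperature by 150 nM human 12hLO, pH 7.0 Hepes buffer, after 15 min compound preincubation.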
Starred values were filed as active, the others as inactive; u = inconclusive; x = not tested or not shown; & = joins results of further samples; [ ] = another dose, or the depositor's remark. Unless noted, calls follow the shape of the dose curve; as a rule, active = well fitted curve in the direction sought with a large enough effect; inconclusive = small, poorly fitted or top-dose-only effect, or another doubt; inactive = no such curve, though single readings can be large; an effect the other way counts as inactive or inconclusive. The list is partial, so the mix of outcomes need not match the whole.

SMILES	Pol eta inh	POLB inh	RGS4 inhibitor	APEX1 inh	Apoferritin bind	ERG Ets-DNA blk	LDHA inh	POLK inh	12-LOX inh
Cn1c(CN2CCOCC2)nc2cc(NC(=O)c3ccc(Cl)cc3)ccc21	-2%	3%	-27%[56.9 µM]	-8%	-9%	3%	-3	-1%	-19%
Cn1c(=O)oc2cc(S(=O)(=O)CCC(=O)NCCc3ccccc3)ccc21	-9%&-10%	3%&9%	-2%[11.4 µM]	-13%	-11%&-2%	2%&3%	-2&-5	-17%&5%	2%&-4%
Cc1cc(C)n(-c2ccc(C(=O)NCCCN3CCOCC3)cc2)n1	-11%	-8%	2%	-3%	-7%	-11%	-6	8%	-4%
O=C(NCc1ccc(F)cc1)c1cnc(N2CCCCC2)c2ccccc12	-16%	-11%	2%	x	82%[activator]	-5%	6	-10%[60.1 µM]	-1%
COc1ccc(Br)c(C(=O)NC(C)(C)CO)c1	-3%	3%	21%	-14%	3%	-5%	-11	-5%	105%[activator]
O=C(Nc1ccc2oc(-c3ccccc3)nc2c1)c1ccccc1F	-9%	9%	-39%	3%	3%	7%	-5	-1%	0%
C=CC1=C(C(=O)O)N2C(=O)[C@@H](NC(=O)/C(=N\OCC(=O)O)c3csc(N)n3)[C@H]2SC1	7.1µM*	x	-16%	12µM*	x	13%	-8	50µM*	12%
O=C(CCNS(=O)(=O)c1cccs1)NCc1cccs1	-7%	-3%	-36%	-3%	-7%	-3%	2	3%	-2%
COc1ccc2c(c1)C1(Nc3ccccc3-c3nc4ccccc4n31)C(=O)N2 (centres undefined)	-26%	1%	12%	13%	-5%	7%	-5	-13%	-30%
Cc1cccc(NC(=O)CN2C(=O)N/C(=C\c3cccn3-c3cccc(C(=O)O)c3)C2=O)c1	u	14µM*	-28%	u	-11%	-1%	-13	u	45µM*
NC(=O)[C@@H]1CCCCNc2c(I)cc([N+](=O)[O-])cc2C(=O)N[C@@H](CCC(=O)O)C(=O)N[C@@H](CO)C(=O)N1	6.3µM*	0%	-31%	u	-4%	-6%	0	50µM*	-63%
Cc1cccc(C(=O)NNC(=O)C2CC2)c1	11%	9%	4%	13%	-6%	-14%	-2	4%	4%

Whole records as entered above. Values in the order: Pol eta inh, POLB inh, RGS4 inhibitor, APEX1 inh, Apoferritin bind, ERG Ets-DNA blk, LDHA inh, POLK inh, 12-LOX inh
O=C(CCNS(=O)(=O)c1cccs1)NCc1cccs1 across the screens: -7%, -3%, -36%, -3%, -7%, -3%, 2, 3%, -2%
Cc1cccc(NC(=O)CN2C(=O)N/C(=C\c3cccn3-c3cccc(C(=O)O)c3)C2=O)c1 across the screens: u, 14µM*, -28%, u, -11%, -1%, -13, u, 45µM*

(further entries)
SMILES	Pol eta inh	POLB inh	RGS4 inhibitor	APEX1 inh	Apoferritin bind	ERG Ets-DNA blk	LDHA inh	POLK inh	12-LOX inh
COc1ccc2cc(CN(CC3CCCO3)C(=S)NCc3ccco3)c(=O)[nH]c2c1 (centres undefined)	-18%	-21%	u	2%	u	11%	2	-13%	-6%
Cc1ccc(OC(=O)CSc2nnc(-c3cccs3)o2)cc1C	-8%	0%	-5%	x	-8%	5%	-2	9%	-20%
COc1cccc(NC(=O)c2sc3nc(C)c(C(=O)Nc4ccc(C)cc4C)c(-c4cccs4)c3c2N)c1	-18%	-18%	-16%	x	345%[activator]	2%	4	13%	-17%
Cn1cc(C2N3CC4(C)CN2CC(C)(C3)C4=O)c2ccccc21 (centres undefined)	3%	18%	4%	26%	-5%	-7%	-5	4%	-4%
N#CCC(=O)Nc1ccc(C(=O)NCc2cccc(Cl)c2)cc1	-3%	u	2%[56.9 µM]	-7%	-8%	2%	-5	-23%	-3%
CCCCCCSc1ncc(C#N)c(N)n1	0%	7%	7%	u	-20%	2%	-3	0%	-1%
COc1cccc(CN2CC(C(=O)N(C)CC3CCOCC3)CCC2=O)c1 (centres undefined)	-7%	33%	28%	7%	-1%	-1%	-5	-14%	4%
COc1ccc(/C=N\Nc2ccc([N+](=O)[O-])cc2[N+](=O)[O-])c(C(=O)O)c1OC	-11%	1%	-33%	0%	-10%	3%	2	18%	u
COc1ccc(C)cc1NC(=O)C1CCN(S(=O)(=O)c2ccccc2)CC1	-7%	27%	-4%	43%	-7%	3%	-3	-8%	0%
Cc1ccc(NC(=S)N(N)CCO)cc1	-11%	25%	-6%	-3%	-1%	-11%	-6	-27%	-11%
COc1ccc(N(C(=O)c2ccco2)C(C(=O)NC2CCCC2)c2ccco2)cc1OC (centres undefined)	-12%	7%	1%	60%[activator]	0%	1%	-1	4%	1%
CC(=O)Nc1sc(C)c(C)c1C(=O)OCC(=O)Nc1cc(S(C)(=O)=O)ccc1Cl	-19%	0%	28%[11.4 µM]	6%	-5%	6%	-5	-6%	-3%
C=CCSC1=C(C#N)C(c2ccccc2OCC)CC(=O)N1 (centres undefined)	-17%	-1%	u	-3%	7%	4%	1	-2%	-26%
Cc1ccc(N(C(=O)c2snc(C(N)=O)c2N)C(C(=O)NC2CCCC2)c2ccncc2)cc1 (centres undefined)	-12%	44%	-24%	-7%	0%	17%	5	0%	17%
CC(NC(=O)c1cc2ccccc2o1)c1ccccc1 (centres undefined)	-4%&-8%	1%&8%	-1%&5%	10%	-9%&-1%	-7%&-4%	-18&-3	0%	-13%&-8%
O=C(CN1c2ccccc2S(=O)(=O)c2ccccc21)NCc1ccccc1	13%	13%	23%[11.4 µM]	23%	-4%	-4%	-3	-5%	-24%
O=c1[nH]c(/C=C\c2cccc(O)c2)nc(O)c1[N+](=O)[O-]	-18%	-25%	-12%	-7%	-16%	-2%	-2	-4%	-12%
COc1ccc(O)c(C(=O)c2cnn(C(=O)c3cc(C)oc3C)c2)c1	-12%	-1%	12%	-2%	-16%	6%	-2	3%	0%
O=C(NNC(=O)c1ccncc1)c1ccccc1	0%	33%	11%	3%	6%	1%	-2	-10%	0%
CCN(CC)CCn1c(SCC(=O)Nc2cccc(OC)c2)nc2c(sc3ccccc32)c1=O	-5%	u	-6%	-4%	-10%	-1%	-1&-12	-4%	-16%&-12%
COc1ccc(NC(=O)CN(C)C(=O)c2oc3c(ccc4ccccc43)c2C)cc1	u	x	15%	-4%	x	-3%	-6	-16%	u
COc1ccc(-c2cc(C(F)F)n3ncc(C(=O)Nc4cc(C)on4)c3n2)cc1	-1%	3%	5%	6%	-18%	-8%	-8	-7%	-1%
O=C1C=CC(c2ccccc2)(c2ccccc2)CC1	-18%	x	1%	x	x	-4%	-4	-11%	0%
O=C(/C=C/c1ccc(O)c(O)c1)c1ccc(O)cc1O	x	x	x	u	-10%	x	x	21µM*	8.9µM*
COc1ccc(-c2cc(OC(=O)c3cccc(Cl)c3)c3c(C)oc(C)c3c(=O)c2)cc1OC	11%	3%	-3%	x	-18%	6%	18	3%	u
COc1cccc(NC(=O)c2ccc(-n3cnnn3)cc2)c1	-10%	-1%	-9%	11%	9%	0%	-4	-2%	-8%
COc1ccc(C(=O)NCC(=O)N2CCN(c3ncccn3)CC2)cc1OC	-18%	x	-19%	-4%	x	3%	-5	-9%	12%
O=C(c1cc(-c2ccccn2)nc2ccccc12)N1CCN(c2ncccn2)CC1	-1%	0%	7%[56.9 µM]	-2%	3%	-7%	2&-11	-6%	2%&14%
CC1=C(C#N)C(=O)OC(C)(C)C1	-13%	18%	-9%	-8%	0%	u	11	2%	0%
NC(=O)c1ccsc1NC(=O)Cc1ccc([N+](=O)[O-])cc1	-13%	-27%	4%	4%	-9%	0%	-3	-1%	2%
CCc1ccc(C2c3c(n[nH]c3C)C(=O)N2c2ccc(C)cc2)cc1 (centres undefined)	u	4%	-6%	x	-11%	-6%	-5	-21%	u
O=C(NC1CCCc2ccccc21)c1c(F)cccc1Cl (centres undefined)	-6%	62%	7%	-7%	-9%	-3%	0	9%	-6%
Cc1ccc(NC(=O)c2cccc(S(=O)(=O)NCc3ccccc3)c2)nc1	-3%	x	0%	5%	x	2%	0	-8%	1%

Grouped by structure, the compounds so far containing two or more sulfur atoms.
SMILES	Pol eta inh	POLB inh	RGS4 inhibitor	APEX1 inh	Apoferritin bind	ERG Ets-DNA blk	LDHA inh	POLK inh	12-LOX inh
C=CC1=C(C(=O)O)N2C(=O)[C@@H](NC(=O)/C(=N\OCC(=O)O)c3csc(N)n3)[C@H]2SC1	7.1µM*	x	-16%	12µM*	x	13%	-8	50µM*	12%
O=C(CCNS(=O)(=O)c1cccs1)NCc1cccs1	-7%	-3%	-36%	-3%	-7%	-3%	2	3%	-2%
Cc1ccc(OC(=O)CSc2nnc(-c3cccs3)o2)cc1C	-8%	0%	-5%	x	-8%	5%	-2	9%	-20%
COc1cccc(NC(=O)c2sc3nc(C)c(C(=O)Nc4ccc(C)cc4C)c(-c4cccs4)c3c2N)c1	-18%	-18%	-16%	x	345%[activator]	2%	4	13%	-17%
CC(=O)Nc1sc(C)c(C)c1C(=O)OCC(=O)Nc1cc(S(C)(=O)=O)ccc1Cl	-19%	0%	28%[11.4 µM]	6%	-5%	6%	-5	-6%	-3%
CCN(CC)CCn1c(SCC(=O)Nc2cccc(OC)c2)nc2c(sc3ccccc32)c1=O	-5%	u	-6%	-4%	-10%	-1%	-1&-12	-4%	-16%&-12%
